Bioassay records (PubChem BioAssay)
ROC1-CUL1 inh: inhibitors of human ROC1-CUL1 ubiquitin ligase activity | E3 ubiquitin-protein ligase RBX1 (Homo sapiens) + Cullin-1 (Homo sapiens), P62877+Q13616 | in vitro K48 di-Ub FRET, acceptor:donor ratio, 45 min | inhibition, % at 10 µM | actives 0.6% (n = 140,000) | AID 1347404, 2020; in the data active = inhibition above about 25%
Target sequence (P62877 whole entry, looked up): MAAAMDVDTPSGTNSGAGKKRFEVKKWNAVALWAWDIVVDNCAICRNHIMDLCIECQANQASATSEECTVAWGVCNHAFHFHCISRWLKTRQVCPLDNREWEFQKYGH
Target sequence (Q13616 whole entry, looked up): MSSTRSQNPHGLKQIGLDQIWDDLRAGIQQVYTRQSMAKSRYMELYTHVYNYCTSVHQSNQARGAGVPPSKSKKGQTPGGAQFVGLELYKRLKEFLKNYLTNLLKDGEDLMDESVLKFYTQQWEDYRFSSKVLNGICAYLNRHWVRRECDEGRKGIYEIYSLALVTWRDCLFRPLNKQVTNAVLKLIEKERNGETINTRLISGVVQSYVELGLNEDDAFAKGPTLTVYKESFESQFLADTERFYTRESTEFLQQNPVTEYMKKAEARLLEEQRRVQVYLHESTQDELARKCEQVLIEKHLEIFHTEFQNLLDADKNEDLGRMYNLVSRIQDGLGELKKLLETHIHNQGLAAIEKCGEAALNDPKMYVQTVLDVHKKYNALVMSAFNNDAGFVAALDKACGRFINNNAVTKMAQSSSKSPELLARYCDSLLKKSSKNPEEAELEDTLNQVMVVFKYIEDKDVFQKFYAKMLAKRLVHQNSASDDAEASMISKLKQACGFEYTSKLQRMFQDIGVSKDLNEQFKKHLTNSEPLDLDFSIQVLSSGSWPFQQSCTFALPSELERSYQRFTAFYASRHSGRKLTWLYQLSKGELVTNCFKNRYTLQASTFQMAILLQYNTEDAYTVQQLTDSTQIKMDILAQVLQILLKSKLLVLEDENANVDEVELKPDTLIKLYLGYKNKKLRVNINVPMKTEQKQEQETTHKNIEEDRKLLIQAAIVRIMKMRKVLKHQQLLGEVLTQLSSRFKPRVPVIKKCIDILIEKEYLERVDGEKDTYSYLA
Starred values were filed as active, the others as inactive; & = joins results of further samples. Some of the compounds tested; rates above refer to the full screens.

SMILES | ROC1-CUL1 inh
Cc1cc(C(F)(F)F)n2nc(N)c(N=Nc3ccc(Br)cc3)c2n1 | 6
CCOc1cc(CNc2ccc(N3CCN(C(C)=O)CC3)cc2)cc(Br)c1OC | -3
Cc1ccc(/C=C2\SC(=Nc3cccc(C(F)(F)F)c3)N(C)C2=O)cc1 | -3
CNC(=O)CN1C(=O)COc2ccc(S(=O)(=O)N3CCC(C)CC3)cc21 | 6
Cc1nc(C)c(C(=O)N2CCc3c(cnc(C)c3CNC(=O)/C=C/c3cccs3)C2)s1 | 0
Cc1ccc(/C=N/NC(=O)CC(=O)NCCc2ccccc2)cc1 | -7
CC(C)Oc1ccc(C(=O)Nc2nnc3n2CCS3)cc1 | -7
NC(N)=NC(N)=Nc1cc(Cl)ccc1Cl | 0
O=C(N/N=C/c1ccncc1)c1cc([N+](=O)[O-])cc([N+](=O)[O-])c1O | 6
COC(=O)C1C(C)=NC(=O)CC1c1ccccc1F (stereo unspecified) | 5
CCCCOC(=O)c1ccc(OS(=O)(=O)c2ccc(F)cc2)cc1 | 14
CCOc1ccc2c(c1)sc1nc(=O)n(-c3ccc(Cl)c(Cl)c3)c(=O)n12 | 1&1
COc1ccc(C)c2sc(NC(=O)c3ccc(S(=O)(=O)N4CCCC4)cc3)nc12 | -7
COc1ccc(-c2nc(CN3CCN(Cc4ccc(F)cc4)C(=O)C3)c(C)o2)c(C)c1C | -12
CN(C)c1cc2c(cc1NS(=O)(=O)c1ccccc1)n(C)c(=O)n2C | 4
Cc1cc(C)c2c(CC(=O)Nc3ccc(S(=O)(=O)Nc4ncccn4)cc3)coc2c1 | -1
CN1CCN(S(=O)(=O)c2ccc(NC(=O)C3CCC3)cc2)CC1 | -2
CCCCCCN1N=C(C)C(C(c2ccc(O)cc2)C2C(=O)N(CCCCCC)N=C2C)C1=O (stereo unspecified) | 1
COc1ccc(CN(C(=O)Nc2ccc(C)c(F)c2)C2CCN(C(C)=O)CC2)cc1 | 5
Cc1ccc2onc(CNC(=O)Nc3cc(F)ccc3F)c2c1 | 0
Cc1nnc(N=[N+]=Cc2ccc(-c3ccc(Cl)c(C(F)(F)F)c3)o2)n1N | 11
O=C1CNC(=S)N1c1cc(Cl)ccc1Cl | 11
Clc1ccc(/C=C/C2SCCCS2)c(Cl)c1 | 3
O=C(Oc1ccc2c(=O)c(Oc3ccccc3Br)c(C(F)(F)F)oc2c1)c1cccs1 | -12
Cc1ccccc1OCC(=O)Nc1ccccc1OCc1cc(=O)n2ccccc2n1 | 7

Reformatted as comma-separated lines: three of the compounds above.
SMILES,ROC1-CUL1 inh
CN1CCN(S(=O)(=O)c2ccc(NC(=O)C3CCC3)cc2)CC1,-2
CCCCCCN1N=C(C)C(C(c2ccc(O)cc2)C2C(=O)N(CCCCCC)N=C2C)C1=O (stereo unspecified),1
COc1ccc(CN(C(=O)Nc2ccc(C)c(F)c2)C2CCN(C(C)=O)CC2)cc1,5

As a short view, some entries already given.
SMILES | ROC1-CUL1 inh
Cc1nc(C)c(C(=O)N2CCc3c(cnc(C)c3CNC(=O)/C=C/c3cccs3)C2)s1 | 0
Cc1ccc(/C=N/NC(=O)CC(=O)NCCc2ccccc2)cc1 | -7
CC(C)Oc1ccc(C(=O)Nc2nnc3n2CCS3)cc1 | -7

(next part)
SMILES | ROC1-CUL1 inh
COc1ccc(NC(=O)C2(N(C(=O)CSc3nc4ccccc4s3)c3c(C)n(C)n(-c4ccccc4)c3=O)CCCCC2)cc1 | -8
NC(=O)c1ccccc1NCCC(=O)O | -11
Cc1nc(N2CCN(c3ccccc3F)CC2)[nH]c(=O)c1CCC(C)C | 4
CC1=NNc2nc3c(c(=O)n(Cc4ccccc4F)c(=O)n3C)n2C1 | 0
COc1ccccc1CNC(=O)c1ccc2c(c1)N(Cc1cccc(Cl)c1)C(=O)c1ccccc1S2(=O)=O | 4
CC(NC(=O)C1CCN(C(=O)c2ccc(-n3ccc4ccccc43)s2)CC1)c1ccccc1 (stereo unspecified) | -4
CC(=O)NCC1CCCN(c2nc3nonc3nc2N2CCCC2)C1 (stereo unspecified) | 7
Cc1sc2[nH]c(=S)n(C)c(=O)c2c1C | 10
O=c1/c(=C\c2cccnc2)sc2nc3ccccc3n12 | 1
Cc1ccc(NC(=O)C2CCCN(c3nnc(-n4c(C)ccc4C)s3)C2)c(C)c1 (stereo unspecified) | -4
CSc1ccc(C(=O)C2CCCN(C(=O)CN3CCOC3=O)C2)cc1 (stereo unspecified) | 3
COc1ccc(CNC(=O)Cn2ccc3cc(S(=O)(=O)N4CCCCCC4)ccc32)cc1OC | -4
Cc1ccc(-c2cc(C(=O)N3CCC(C(N)=O)CC3)no2)cc1 | -11
c1ccc(-c2nnc3sc(-c4ccc5c(c4)OCCO5)nn23)cc1 | -10
OC1CCN([C@@H]2CCN(Cc3ccccc3F)C[C@H]2O)CC1 | -5
CCC(C)n1c(C)cn2c3c(=O)n(CCC(C)C)c(=O)n(C)c3nc12 (stereo unspecified) | 3
O=C(Nc1cccc(C(F)(F)F)c1)Nc1nnc(N2CCCCCC2)s1 | 4
CCOC(=O)c1nn(-c2cc(Cl)cc(Cl)c2)c(=NC#N)s1 | 7
Cc1ccc(NC(=O)[C@@H](c2ccccc2)N2Cc3ccccc3C2=O)cc1 | -5
Cc1cc2c(cc1S(=O)(=O)NCC(C)(C)C)NC(=O)CO2 | 7
C=CCNC(=O)c1cc2c(=O)n3cccc(C)c3nc2n(CCCC)c1=N | 6
COC(=O)CNC(=O)C1CCCN(C2CCN(C(C)C)CC2)C1 (stereo unspecified) | 2
COC(=O)C1=C(C(=O)OC)C(c2ccc(Cl)cc2)C2SC(=O)N=C2S1 (stereo unspecified) | 2
O=C1CC(NCc2nc3c(s2)CCCCC3)C(=O)N1c1ccc(Br)cc1 (stereo unspecified) | -1
CC(C)(C)OC(=O)N1CCC(c2c(C(=O)N3CCN(C4CCCCC4)CC3)cnn2-c2cccc(Cl)c2)CC1 | 4

Other compounds
SMILES | ROC1-CUL1 inh
Cc1csc(C(C)N(C)C(=O)CC2(c3cccc(C(F)(F)F)c3)CC(=O)N(C3CC3)C2=O)n1 (stereo unspecified) | 5
COc1cc(C(=O)N2CCC(OC)CC2)ccc1OC1CCN(C2CCCC2)CC1 | 10
Cc1ccc(Cn2c(=O)c3c(nc4n(CCCO)c(C)cn34)n(C)c2=O)cc1 | 2
COc1cccc(OCc2nc3ccccc3n2CCOc2ccccc2)c1 | -1
O=C(O)c1ccccc1OC(=O)C12CC3CC(CC(C3)C1)C2 | 2
Cc1c(N=Cc2cc(I)c(O)c([N+](=O)[O-])c2)c(=O)n(-c2ccccc2)n1C | -3
COc1ccc(C2=C(C)C(=O)C(C)=C(C)C2=O)cc1 | -8
Cc1ccc(-c2nn(CC(=O)NC3CCCCC3)c3c2cnc2ccccc23)cc1 | 0
CC12CCC(C1)C(C)(C)C2(O)C#N (stereo unspecified) | -6
N#C/C(=C\c1ccccc1)c1nc(/C(C#N)=C/c2ccccc2)n(Cc2ccccc2)n1 | -1
CCn1nc(C)c(CN2CCOC(CCN(C)C)C2)c1C (stereo unspecified) | -4
Cc1ccc(CCC(=O)N2CCN(c3ccccc3F)CC2)cc1 | -2
C/C(=N\NC(=O)c1sc2cccc(Cl)c2c1Cl)c1cccc(NC(=O)c2cccnc2)c1 | 11
CCOC(=O)COc1ccc(/C=C2\SC(=Nc3ccc(OC)cc3)N(C)C2=O)cc1Cl | -9
CCOc1cc(/C=C2/SC(=O)N(CC(=O)Nc3ccccc3C)C2=O)ccc1Oc1nc(Cl)ncc1F | -12
CSc1nc(Oc2cccc3ccccc23)cc(-n2ncc(C#N)c2N)n1 | -1
O=C(O)C1C2C=CC(C2)C1C(=O)Nc1cc(C(F)(F)F)ccc1Cl (stereo unspecified) | 3
O=C(Nc1cccc(-c2cn3ccsc3n2)c1)c1ccc(I)cc1 | 9
Cn1c(SCC(=O)NN=Cc2ccccc2OCc2ccc(Br)cc2)nnc1-c1ccccc1 | -17
CN(CCc1ccccn1)[C@@H]1c2ccccc2C2(CCNCC2)[C@H]1O | -3
Cc1ccc(SCc2ccc(C(=O)Oc3cccc(NC(=O)c4ccco4)c3)cc2)cc1 | 2
COc1nsnc1-c1ccc(F)cc1 | -2
CCOC(=O)c1cccc(NS(=O)(=O)c2cc(-c3cnc(C4CC4)o3)ccc2C)c1 | 1
O=c1[nH]c2cnccc2n1C1CCCCC1 | 0
CCCCn1c(SCC)nc2sc3c(c2c1=O)CCCC3 | 4

Fetched by compound from the entries so far, 4 records:
SMILES | ROC1-CUL1 inh
CN(CCc1ccccn1)[C@@H]1c2ccccc2C2(CCNCC2)[C@H]1O | -3
COc1nsnc1-c1ccc(F)cc1 | -2
O=c1[nH]c2cnccc2n1C1CCCCC1 | 0
Cc1ccc(-c2nn(CC(=O)NC3CCCCC3)c3c2cnc2ccccc23)cc1 | 0

Other compounds.
SMILES | ROC1-CUL1 inh
Cc1cccc(C(=O)OCc2cc(=O)n3nc(C4CC4)sc3n2)c1 | -3
CC(C)CCn1c(C(C)(C)C)cn2c3c(=O)n(C)c(=O)n(C)c3nc12 | 3
O=C(Cc1cccc2ccccc12)NC1CCCCC1 | 0
COc1cccc(C(=O)c2cn(CC(=O)Nc3cccc(C)c3C)c3nc(C)ccc3c2=O)c1 | 0
CNC(=O)c1ccc2c(c1)CCN2S(=O)(=O)c1ccccc1 | -3
CC(=O)Oc1ccccc1C1SCc2cc(C)c(C)cc2CS1 | -3
COc1cccc(C(=O)Nc2cccc(-c3nc4ncccn4c3C)c2)c1 | -5
CCCCn1cnc(C(=O)OCC)c1N | -8
O=S(=O)(Cc1ccc(F)cc1)N1CCCCC1 | -9
COc1ccc(N2C(=O)c3ccccc3NC2c2cccc(OCc3ccc(Cl)cc3Cl)c2)cc1 (stereo unspecified) | 9
COc1ccc(OC)c(NC(=O)CCCc2nnc3n(C(C)C)c(=O)c4sccc4n23)c1 | -3
O=C(CSc1nnc(-c2ccncc2)n1-c1ccccc1)NNC(=O)Cc1ccccc1 | 8
COc1cccc([C@H]2Nc3ccc(S(=O)(=O)Nc4cc(C)ccc4C)cc3[C@H]3C=CC[C@H]32)c1 | 4
CCCC(=O)N(c1ccc2oc(C)c(C(C)=O)c2c1)S(=O)(=O)c1ccc(F)cc1 | 7
CCOC(=O)c1c(-c2ccc(OC)cc2)csc1NC(=O)Cc1ccc([N+](=O)[O-])cc1 | 3
Cc1ccc(-c2nc3n(n2)C(=O)CC(c2ccc(C)cc2)S3)cc1 (stereo unspecified) | 13
COC(=O)c1c(SC)nc2ccccc2c1OCc1cc(C)ccc1C | -6
CC1(C)COC(c2cccc(Cl)c2)N1 (stereo unspecified) | -3
NC(=O)C1CCN(C(=S)Nc2ccc(S(N)(=O)=O)cc2)CC1 | 6
O=C(Cn1c(=O)sc2ccccc21)Nc1ccccc1I | 19
CCN(CC)c1ccc(C(NC(=O)C(F)(F)F)(C(F)(F)F)C(F)(F)F)cc1 | 0
CCc1n[nH]c2c1CN(C(=O)c1cccc(-n3nc(C)cc3C)c1)CC2 | 11
CCOC(=O)C1=C(C)N=c2s/c(=C\c3ccc(O)cc3)c(=O)n2C1c1ccc(OCC)cc1 (stereo unspecified) | 2
CC1(C)COC(c2ccc3c(c2)NC(=O)C3)=N1 | -3
O=C(NNc1ccc([N+](=O)[O-])cn1)Nc1ccc(Cl)c(Cl)c1 | 0

Next part:
SMILES | ROC1-CUL1 inh
CC1=NC(SCCOc2ccc(C)cc2)=NC(=O)C1 | 4
Cc1nc(NC(=O)/C=C/c2ccc(C(C)(C)C)cc2)sc1C | -1
Cc1cc(C)n(CC(=O)N(Cc2ccncc2)Cc2cccc(OCCc3ccc(F)cc3)c2)n1 | 6
COc1ccc(-n2c(=O)c3sc4ccccc4c3n(CC(=O)NC3CCCCC3)c2=O)cc1 | -8
COc1ccccc1CCN1CCC(CN(C)C(=O)[C@@H]2CCCN2C(C)=O)CC1 | 10
CCOc1ccc(NC2=NC(C(=O)Nc3ccc(F)cc3)CC(=O)N2)cc1 (stereo unspecified) | 3
CCc1nn(CC(=O)N2CCN(c3cccc(Cl)c3)CC2)c(=O)c2cc3sccc3n12 | 0
CSc1ncc(C(=O)Nc2cc(Cl)ccc2C)c(-c2ccccc2)n1 | 3
O=C(CCc1ccc(S(=O)(=O)NCc2ccccc2)cc1)NCC1CCCO1 (stereo unspecified) | -3
COc1cc(C2c3c(n[nH]c3C)OC(=N)C2C#N)cc(OC)c1OC(C)=O (stereo unspecified) | 1
Cc1cc(C)cc(NC(=O)c2ccc(CN3CCCCC3)cc2)c1 | 3
COc1cc(C2NC(=S)N=C3CCCC(=O)C32)ccc1OCC(=O)Nc1ccccc1C (stereo unspecified) | 4
O=C(NCc1ccc(Cl)cc1)C(=O)NCC(c1cccnc1)N1CCN(c2ccccc2)CC1 (stereo unspecified) | -3
CCc1ccc(NC(=O)C2CCCN(S(=O)(=O)c3ccc4[nH]c(=O)ccc4c3)C2)cc1 (stereo unspecified) | -6
Brc1ccc(C#Cc2cccs2)cc1 | -4
C1=C(c2ccccc2)N2c3ccccc3NC2(c2ccccc2)CC1c1ccccc1 (stereo unspecified) | -10
COc1ccc(-c2cn(-c3ccc(C)cc3)c(S(=O)(=O)CC(=O)Nc3ccc(F)cc3)n2)cc1 | -4
O=C(Nc1ccc(F)c(Cl)c1)C1CCCN(c2ncnc3onc(-c4ccc(F)cc4)c23)C1 (stereo unspecified) | 9
CCCN1C(=O)S/C(=C\c2cc(Cl)c(OCc3ccccc3C#N)c(OCC)c2)C1=O | -1
COc1cccc(-c2ccc3c(N)c(C(=O)Nc4ccc(Cl)cc4)sc3n2)c1 | 9
Cc1ccc(C)c(NC(NC(=O)Cc2ccccc2)C(Cl)(Cl)Cl)c1 (stereo unspecified) | 0
